Screening data: PubChem BioAssay, several laboratories
A340 absorber = compound light absorbance at 340 nm, profiling panel, artefact control, biochemical, MLSMR library, data from PS, PMK, MK assays. compound absorbance at 340 nm, fold over control. fold change at 10 µM. 65,000 tested, under 10 active;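 active = at 10 µM dose, initial 340 nm absorbance at least 2 fold that of control wells; inactive = change under 2 fold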;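 also: initial absorbance extrapolated from kinetic A340 decline of NADH oxidation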
CatL inh = inhibitors of human cathepsin L, biochemical; Procathepsin L (Homo sapiens), P07711; purified cathepsin L, fluorogenic substrate, fluorescence; inhibition, %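 (tested at 10 µM)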; 58,000 tested, 0.17% active; in the data active = inhibition above about 45%;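 also: 0% = enzyme with no compound and 100% = no enzyme blank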
Target sequence (P07711 114-288 limits assumed): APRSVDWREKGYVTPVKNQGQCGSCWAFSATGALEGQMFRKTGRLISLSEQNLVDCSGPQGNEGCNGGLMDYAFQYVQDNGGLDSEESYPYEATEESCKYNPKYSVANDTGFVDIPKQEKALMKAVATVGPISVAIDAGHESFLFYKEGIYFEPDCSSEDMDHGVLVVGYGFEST
Target sequence (P07711 292-333 limits assumed): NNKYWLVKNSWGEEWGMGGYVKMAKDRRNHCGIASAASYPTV
FXIIa mix inh = human factor XIIa inhibitors, primary screen, biochemical, pooled compound mixtures, fluorogenic substrate; AID 684, 2007; inhibition, % at 5 µM; 62,000 tested, 0.2% active; purified FXIIa; Coagulation factor XII (Homo sapiens), P00748;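 also: 0% = enzyme without compound and 100% = no enzyme blank; some results filed as inactive read as strong as hits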
CatS block = inhibitors of human cathepsin S, biochemical, compound mixtures; P25774; 62,000 tested, 0.06% active; AID 501, 2006; recombinant cathepsin S, AMC dipeptide fluorescence, pooled mixtures; inhibition, %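 (tested at 5 µM per compound within 10-compound mixtures)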; in the data active = inhibition above about 32%, passing the limit was not always enough;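 also: 0% = enzyme without compound and 100% = blank without enzyme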
C1s inh = complement C1s protease inhibitors, primary screen, biochemical, 10-compound mixtures; 62,000 tested, 0.16% active; mean inhibition % of two 10-compound mixtures (stronger effect = higher value), % at 5 µM (by protocol); Complement C1s subcomponent (Homo sapiens), P09871; AID 538, 2006; purified C1s, fluorogenic AMC substrate, pooled mixtures;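 active = inhibition above 20% in each of the two 10-compound mixture wells holding the compound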;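 also: 0% = enzyme wells lacking compound mixture and 100% = no-enzyme blank wells; some compounds called inactive have numbers as strong as hits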
Target sequence (P09871 16-437 limits assumed): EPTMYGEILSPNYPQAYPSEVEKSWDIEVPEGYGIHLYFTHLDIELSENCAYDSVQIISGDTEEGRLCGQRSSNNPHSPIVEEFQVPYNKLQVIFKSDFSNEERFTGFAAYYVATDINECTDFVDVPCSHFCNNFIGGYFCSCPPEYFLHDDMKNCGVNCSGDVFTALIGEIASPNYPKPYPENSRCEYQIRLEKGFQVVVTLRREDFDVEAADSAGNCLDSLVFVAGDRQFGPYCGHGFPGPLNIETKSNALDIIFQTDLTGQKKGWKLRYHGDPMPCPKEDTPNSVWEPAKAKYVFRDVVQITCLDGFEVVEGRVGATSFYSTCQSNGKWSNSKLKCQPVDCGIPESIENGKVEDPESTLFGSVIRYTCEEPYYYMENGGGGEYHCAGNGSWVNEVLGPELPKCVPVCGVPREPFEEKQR
Target sequence (P09871 438-688 limits assumed): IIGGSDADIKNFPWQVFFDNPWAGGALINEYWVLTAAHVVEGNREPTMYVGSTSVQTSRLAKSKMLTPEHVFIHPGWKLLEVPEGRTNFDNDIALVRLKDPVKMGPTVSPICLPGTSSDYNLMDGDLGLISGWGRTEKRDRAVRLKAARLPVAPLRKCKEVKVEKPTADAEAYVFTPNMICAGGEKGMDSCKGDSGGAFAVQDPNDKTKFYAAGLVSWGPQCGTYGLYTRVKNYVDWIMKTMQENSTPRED
FXIa mix inh = FXIa protease inhibitors in compound pools, primary screen, biochemical, 10-compound mixtures; Coagulation factor XI (Homo sapiens), P03951; purified FXIa, fluorogenic substrate, pooled mixtures; inhibition, % at 5 µM; 62,000 tested, 0.19% active; AID 680, 2007;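 also: each value is inhibition by a whole ten-compound pool holding the compound; 0% = enzyme with no mixture and 100% = wells lacking enzyme; strong numbers were not always called active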
CatG inh = human cathepsin G inhibitors, primary screen, biochemical, pooled compound mixtures, AMC fluorescence; P08311; purified enzyme, AMC-tetrapeptide fluorescence; inhibition, % at 5 µM (by protocol); 62,000 tested, 0.2% active; AID 581, 2007;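 active = inhibition above 20% in each of the two mixture wells holding the compound; inactive = inhibition of 20% or less in either well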;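 also: 0% = enzyme control without mixture and 100% = blank lacking enzyme; strong numbers were not always called active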
CatB mixtures = cathepsin B inhibitors from pooled compounds, primary screen, biochemical, compound mixtures, AMC fluorescence. Purified cathepsin B, AMC dipeptide fluorescence. P07858. inhibition, %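 (ten-compound pools at 5 µM per compound and 50 µM total)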. 62,000 tested, 0.06% active; in the data active = inhibition above about 22%, passing the limit was not always enough;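 also: 0% = enzyme without compound and 100% = no enzyme blank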
CatB block = human cathepsin B inhibitors, primary screen, biochemical, fluorogenic substrate. purified cathepsin B, fluorescence. P07858. 63,000 tested, 0.1% active. inhibition, %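 (tested at 10 µM)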; in the data active = inhibition above about 21%;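 also: 0% = enzyme with no compound and 100% = no enzyme blank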
An asterisk follows results filed as active; . = no result given. Rule as the data show it, unless noted: active = inhibition above about 20% (passing the limit was not always enough); inactive = the rest. Only part of the results is shown (hit frequency here may not be typical).

FXIa mix inh	CatS block	CatB mixtures	CatL inh	C1s inh	CatG inh	CatB block	FXIIa mix inh	A340 absorber	structure
3	-4	7	0	2	0	-2	2	0.98	CCc1ccc2nc(NC3=NCN(CCN4CCOCC4)CN3)nc(C)c2c1
-4	-5	-1	-78	-113	-17	-6	-5	1	Cc1cc(C)c2c(n1)nn1c(NCCCN(C)C)cc(C)nc21
7	-4	8	.	18	14	2	0	1.1	COc1ccc(N(CC(=O)N2CCCCC2)S(=O)(=O)c2c(C)nn(C)c2C)cc1
-7	14	0	1	-19	-11	4	1	0.97	O=C(NC1CCCC1)C(c1cccs1)N(CC1CCCO1)C(=O)Cc1cccs1 (stereo not given)
12	-4	5	-7	-19	-2	-5	-20	1	COc1ccc2nc(NC(=O)C3CCCN3S(=O)(=O)c3ccc(C)cc3)sc2c1 (stereo not given)
4	0	6	3	9	11	1	-1	1	COc1cccc(OCC(=O)NC2CCCCC2)c1
4	20	1	21	-11	4	-2	1	1	CCn1cc(C(=O)O)c(=O)c2cc(F)c(N3CCN(C(=O)Nc4ccccc4)CC3)cc21
1	5	2	23	10	13	3	1	1	O=C(NCCc1ccc(Cl)cc1)C1CCN(S(=O)(=O)N2CCCC2)CC1
-5	-5	-6	-9	-17	5	0	-1	1.1	CCCCc1nnc(NC(=O)C=C(C)C)s1
-2	3	-5	5	-4	8	3	0	1.1	Cc1nc2ncccn2c1-c1csc(NCc2ccco2)n1
-2	-1	0	26	-12	7	5	2	1	CCOCCCn1c(SCC(=O)NC(C)(C)C)nc2ccccc2c1=O
-6	0	0	3	-94	0	3	-17	1	COc1cc(C(=O)Nc2cccc(-c3nc4cc(C)cc(C)c4o3)c2)cc(OC)c1OC
4	-2	8	7	17	10	3	2	0.97	CCCC(=O)Nc1c2c(nn1-c1ccc(OC)cc1)CS(=O)C2 (stereo not given)
10	-7	-2	.	0	-2	2	3	1	Cc1cc(C)nc(NS(=O)(=O)c2ccc(NC(=O)c3ccco3)cc2)n1
0	2	3	0	0	-2	7	-1	0.99	COc1ccc(-c2noc(-c3ccccc3C(=O)NCc3ccco3)n2)cc1
-4	7	-5	4	5	6	3	3	0.99	Cc1cccc(C(=O)NC2CCN(CC(=O)N3CCOCC3)CC2)c1
0	0	-3	-6	-62	-6	0	1	1.1	Cc1noc(NS(=O)(=O)c2ccc(NC(=O)CCn3c(=O)oc4ccccc43)cc2)c1C
18	13	8	3	19	11	1	-8	0.98	COc1cccc(N2CCN(c3c4c(nc5ncnn35)CCC4)CC2)c1
6	-6	12	.	13	9	3	3	1	CCOC(=O)c1[nH]c(=O)[nH]c1COC(=O)c1cc2ccccc2o1
9	-7	6	-2	7	-1	-4	-4	1.1	CCCOc1ccc(/C=c2\sc3nc(-c4ccco4)nn3c2=O)cc1OCC
3	11	5	-13	-9	-5	7	6	1	O=C(CSc1nnc(-c2cccnc2)n1Cc1ccco1)c1ccc(Cl)cc1
-1	7	1	4	-9	7	5	-1	0.98	Cc1nccn1CC(O)COC1CCCCC1 (stereo not given)
1	-4	-3	5	-21	-12	-2	2	1	CCC(=O)n1nc(-c2ccccc2)nc1NCc1ccccc1
3	17	1	5	-11	-1	1	3	0.98	CCC(C)N(CC(=O)NCc1ccc(OC)cc1)C(=O)c1csnn1 (stereo not given)

Structural class, the entries above containing a Cl atom.
FXIa mix inh	CatS block	CatB mixtures	CatL inh	C1s inh	CatG inh	CatB block	FXIIa mix inh	A340 absorber	structure
1	5	2	23	10	13	3	1	1	O=C(NCCc1ccc(Cl)cc1)C1CCN(S(=O)(=O)N2CCCC2)CC1
3	11	5	-13	-9	-5	7	6	1	O=C(CSc1nnc(-c2cccnc2)n1Cc1ccco1)c1ccc(Cl)cc1

Next section
FXIa mix inh	CatS block	CatB mixtures	CatL inh	C1s inh	CatG inh	CatB block	FXIIa mix inh	A340 absorber	structure
6	-2	0	1	14	7	6	-1	1	CCOC(=O)c1sc(NC(=O)C(CC)Sc2nnc3c4ccccc4n(CC)c3n2)nc1C (stereo not given)
-3	8	-10	16	-1	9	0	11	1	Cc1ccc(CC2SC(=O)NC2=O)cc1Cl (stereo not given)
4	7	-1	-3	0	3	-2	1	0.98	Cc1ccc2cc(C#N)c(N3CCCC3)nc2c1C
2	4	5	-3	16	16	4	1	1	CC(=O)N1CCC(N(C(=O)Nc2ccc(C)c(C)c2)C2CCCC2)CC1
-2	5	-1	5	-43	-8	2	-7	1	Clc1ccc(CSc2nnc(-c3ccncc3)o2)c(Cl)c1
5	-5	0	-1	11	7	5	4	1	O=C(CSc1ncccc1C(=O)O)NCCC1=CCCCC1
11	13	3	7	-26	2	-3	7	1	CC/C(=N\O)c1ccc(O)c(OC)c1
-1	-1	4	-2	1	12	3	18	1.1	COc1ccc(-c2cc(C(=O)Nc3c(C)nn(Cc4ccc(Cl)cc4)c3C)no2)cc1
6	-5	2	-11	14	9	-2	8	1	O=C(Nn1c(-c2ccccc2)nc2ccccc2c1=O)C1CCC1
7	1	3	-5	16	14	1	3	1.1	CC(C)OCCCNC(=O)c1sc(=S)n(C)c1N
3	10	2	25	16	14	2	2	0.97	O=C(NC1CC2CCCC(C1)N2C(=O)NCc1ccccc1)C1CC1 (stereo not given)
5	-8	2	-5	-4	7	0	-2	1.1	Cc1cc2c(c(=O)n1CCN(C)C)C(c1ccccc1Br)C(C#N)=C(N)O2 (stereo not given)
11	8	8	16	17	15	6	7	0.98	Cc1nc2ccccc2c2oc(C(=O)N3CCC(N4CCCCC4)CC3)cc12
3	1	0	31	7	-5	-2	-14	0.99	CCCCn1c(CN2CCN(C(=O)OCC)CC2)nc2c1c(=O)n(C)c(=O)n2C
0	-5	2	-4	-6	-5	5	12	1	Oc1ccc(Cl)cc1CNc1ccc(Br)cn1
-1	16	4	-6	-15	-7	8	-2	1	CCN1C(=O)c2ccc(C(=O)NCc3ccccc3)cc2C1=O
5	0	4	14	16	15	5	1	1	CCOc1ccc(C(=O)N2CCCN(C(=O)c3ccc(OCC)cc3)CC2)cc1
10	-3	7	-6	4	4	-3	-6	1.1	CCc1cc(=O)oc2cc(OCc3nn[nH]n3)ccc12
-11	-10	-8	14	-81	-11	-1	-19	0.99	O=C(CCCn1c(=O)c2sccc2n(CC(=O)OCc2ccccc2)c1=O)NCc1ccco1
1	4	4	2	-4	-3	5	-2	1	CCCCN(CCCC)S(=O)(=O)c1ccc2oc(C(=O)N3CCOCC3)c(C)c2c1
10	15	4	8	1	5	1	12	1	CC(=O)N1C(C(=O)O)CSC1c1ccc(C)cc1 (stereo not given)
6	-4	2	17	10	8	0	15	1	O=C(Nc1ccccc1)NC1(C(=O)N2CCN(c3ncccn3)CC2)CCCCC1
6	1	-4	-3	-8	-3	-3	5	1	CC1C=CCC2C(=O)N(c3cccc(C(=O)N4CCN(c5ccc(F)cc5)CC4)c3)C(=O)C12 (stereo not given)
11	-6	-3	-3	-3	1	1	-5	1.1	Oc1c(C(c2ccco2)N2CCC3(CC2)OCCO3)sc2ncnn12 (stereo not given)
13	9	6	20	10	7	7	5	1	CN1CCN(C(=O)CCn2nc(-c3ccccc3)c3ccccc3c2=O)CC1
9	-2	3	1	-28	0	-6	2	1	COc1ccc(-c2csc(=Nc3ccccc3)n2CCO)cc1
-20	-17	-13	-34	-60	-5	-10	6	1	Cc1nn(-c2ccc(F)cc2)c2c1cc(C#N)c1nc3ccccc3n12
3	-7	5	0	28	33	3	0	0.98	O=C1Nc2cc(Cl)ccc2C1(N1CCNCC1)C(F)(F)F (stereo not given)
-2	28	4	12	-29	-12	6	1	1.1	CCOC(=O)C1CCCN(Cc2ccccc2C)C1 (stereo not given)
7	1	0	2	3	3	1	3	1.1	COC(=O)c1ccc(C(=O)OC)c(NC(=O)CSc2nnc(-c3ccccc3Cl)o2)c1
0	4	-7	12	4	9	0	1	1	CCc1cc2c(=O)c(-c3nc4ccccc4[nH]3)coc2c(CN2CCC(C)CC2)c1O
2	0	0	17	0	-3	1	8	1.1	COc1ccc(-c2nc(N)ncc2-c2csc(C)n2)c(O)c1
4	-7	1	8	8	8	2	6	1	C/C(=C(\C#N)C(=O)NCCN1CCOCC1)N(C)C
-1	-4	3	2	12	7	2	3	1	CCOC(=O)C1CCCN(C(=O)c2sc3nc(C)nc(N4CCOCC4)c3c2C)C1 (stereo not given)
9	-14	0	.	14	8	7	10	0.99	CCOC(=O)Cc1c[nH]c2ccccc12
-4	-6	-7	-8	-28	-9	-3	12	1	O=C(NCC1CCCCC1)C1CCN(C(=O)NC2CCCCC2)CC1
-10	21	3	-2	-80	-13	8	0	1	O=C(NCCN1CCOCC1)c1ccc2c(c1)N(Cc1ccccc1)C(=O)CS2
4	-11	2	10	8	10	1	4	0.99	CC(=O)N1CCc2cc(S(=O)(=O)NC(CC(C)C)C(=O)N3CCn4c3nc3ccccc34)ccc21 (stereo not given)
9	-8	3	-13	15	9	4	1	1	Cc1ccc(C(=O)O)cc1S(=O)(=O)NCC1CCCO1 (stereo not given)
5	-2	-1	.	2	1	-2	7	1	CCOC(=O)C1=C(N)OC2=C(C(=O)CC(C)(C)C2)C1C1CCCCC1 (stereo not given)
10	8	6	25	13	15	2	2	1	C=CCn1cnc2c(c1=O)c1nc3ccccc3nc1n2/N=C/c1cccc(OC)c1OC
5	-6	-4	-3	-6	-3	-5	8	0.96	COc1ccc(NC(=O)CN2CCN(C3c4ccccc4-c4ccccc43)CC2)c(OC)c1
12	12	2	2	13	9	-2	0	0.98	COCCNC(=O)CN1CCN(Cc2cccc(Cl)c2)C1=O
4	0	4	.	15	8	4	10	1.1	Cc1noc(C(=O)Nc2c(C)n(C)n(-c3ccccc3)c2=O)c1Cl
31	0	2	-3	-14	-2	-2	4	1.1	O=C(CCNS(=O)(=O)c1cccc2nsnc12)NC1CCN(Cc2ccccc2)CC1
3	7	4	20	13	7	4	5	1.1	COc1ccc(-c2ccc(=O)n(CC(=O)N3CCN(c4ccccc4OC)CC3)n2)cc1
2	13	-1	20	0	2	4	14	1	Nc1ccccc1S(=O)(=O)c1ccccc1N
-1	-3	2	-4	-17	-11	3	6	0.98	CCN(CC)S(=O)(=O)c1ccc2oc(C(=O)N3CCOCC3)c(C)c2c1
2	2	-4	12	32	-5	.	4	1	CCCOc1ccc(C2(C(=O)O)CCCC2)cc1
5	0	-2	-16	7	3	5	-18	1.1	C=CCN1CN(S(=O)(=O)c2cccs2)c2nc3ccccc3nc21
-2	-5	-6	12	-52	-7	4	-2	1	CC(C)N(C(=O)CSc1nnnn1C1CCCC1)C(C)C
5	4	-7	2	-30	-7	1	-18	0.99	CCOCCCNC(=O)C1CCN(S(=O)(=O)N2CC(C)CC(C)C2)CC1 (stereo not given)
0	-3	4	0	3	8	2	4	1	Cc1ccc(-n2c(Cc3cccn3C)nnc2SCC(=O)N2CCN(c3ccccc3)CC2)cc1
24	3	1	-1	10	52*	4	14	1.1	COc1ccc(-c2cc(C(=O)Nc3c(C)nn(Cc4ccccc4Cl)c3C)no2)cc1
3	4	1	6	9	10	1	-19	1	CCOC(=O)CN(C(=O)Cn1nnc2ccccc21)C(C(=O)NCCOC)c1ccccc1 (stereo not given)
3	-2	2	-3	40	-15	1	16	0.98	CSCC[C@H](NC(=O)Nc1cccc(C(F)(F)F)c1)C(=O)O
2	-9	-4	-10	14	29	1	0	1	CCOC(=O)C(NC(C)=O)(Nc1ccc(S(=O)(=O)Nc2cc(C)nc(C)n2)cc1)C(F)(F)F (stereo not given)
